# ASM inhibitor – inhibitors of human secretory acid sphingomyelinase; P17405; placental ASM, HMU-PC fluorogenic substrate, 60 min; Potency, µM (doses to about 57.5 µM), for inactives: at the top dose activity change, negative = inhibition, hits mostly inhibitors; hit rate 0.006% among 340,000; note: potency is the fitted concentration of half-maximal effect
#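 Human placenta-derived ASM enzyme was preincubated with compound for 10 minutes at room temperature, then given fluorogenic substrate HMU-PC0 (9 uM final) for 60 minutes at 37 °C; a pH 10 stop preceded fluorescence reading at Ex 386/Em 447 nm.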
# TSHR antagonist – antagonists of human thyroid stimulating hormone receptor; P16473; TSHR-expressing cells, TSH-stimulated cAMP HTRF, 2 h; active compounds read low; activity change, negative = inhibition, % at 11.5 µM; hit rate 0.2% among 330,000;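 active = activity change below a set negative limit, meaning inhibition stronger than a set level, cut at about -70% in these data; inconclusive = activity change between two set negative limits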; note: % is set by controls: 0 for no effect and ±100 for the full control effect
#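 TSHR-expressing cells, 200/well, pre-treated with compound, then stimulated with EC80 TSH (4nM final) for 2 hours at 37 deg C. cAMP measured by competitive HTRF: anti-cAMP cryptate antibody in lysis buffer plus cAMP-d2, read after 30 minutes at room temperature.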
# TSG101-PTAP inh – blocks PTAP/TSG101 interaction to inhibit HIV-1 budding | Potency, µM (top dose mostly 115 µM), inactives show at the highest dose activity change, negative = inhibition, usual class: inhibitors | Q99816 | 340,000 tested, under 10 active | AID 493005 | Fluorescence polarization, FITC-PTAP peptide / Tsg101 binding; active = well fitted inhibition curve with a large enough effect in the main read-out, with a control signal flat, not every such curve was filed as active; inconclusive = small, poorly fitted or top-dose-only effect, or effect the other way, or a change in a side signal; inactive = no such curve, though single readings can be large or run the other way; note: potency is the fitted concentration of half-maximal effect; % of control where 0% means no effect
# Target sequence (Q99816 whole entry, looked up): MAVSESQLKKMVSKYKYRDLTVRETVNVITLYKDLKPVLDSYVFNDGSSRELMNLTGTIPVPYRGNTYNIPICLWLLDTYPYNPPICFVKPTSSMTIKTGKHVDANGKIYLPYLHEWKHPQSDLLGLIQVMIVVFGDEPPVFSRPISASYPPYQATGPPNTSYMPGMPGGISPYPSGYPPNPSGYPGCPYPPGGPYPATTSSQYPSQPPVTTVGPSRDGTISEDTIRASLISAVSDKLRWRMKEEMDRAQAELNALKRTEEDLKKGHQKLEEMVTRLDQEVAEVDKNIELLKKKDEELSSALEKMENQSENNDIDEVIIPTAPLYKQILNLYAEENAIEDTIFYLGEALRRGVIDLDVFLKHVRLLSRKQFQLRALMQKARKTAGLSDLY
#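 FP read-out: FITC-PTAP peptide, 50 nM final, binding Tsg101 binding domain, 10 uM final; 20 min, r.t.; 10 mM HEPES pH 7.5, 0.15 M NaCl, 0.01% Tween 20, 3 mM EDTA, 0.1 mM TCEP.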
# Eya2 phos inh – inhibitors of human Eya2 phosphatase activity; AID 488837; Potency, µM (titrated, usually from 76.9 µM), inactives show at the highest dose activity, negative = inhibition, most hits filed as inhibitors; recombinant Eya2, OMFP fluorescence dephosphorylation (OMFP is methylfluorescein phosphate); hit rate 0.006% among 330,000; O00167; note: potency is the fitted concentration of half-maximal effect; % is set by controls: 0 for no effect and ±100 for the full control effect
# Target sequence (O00167 whole entry, looked up): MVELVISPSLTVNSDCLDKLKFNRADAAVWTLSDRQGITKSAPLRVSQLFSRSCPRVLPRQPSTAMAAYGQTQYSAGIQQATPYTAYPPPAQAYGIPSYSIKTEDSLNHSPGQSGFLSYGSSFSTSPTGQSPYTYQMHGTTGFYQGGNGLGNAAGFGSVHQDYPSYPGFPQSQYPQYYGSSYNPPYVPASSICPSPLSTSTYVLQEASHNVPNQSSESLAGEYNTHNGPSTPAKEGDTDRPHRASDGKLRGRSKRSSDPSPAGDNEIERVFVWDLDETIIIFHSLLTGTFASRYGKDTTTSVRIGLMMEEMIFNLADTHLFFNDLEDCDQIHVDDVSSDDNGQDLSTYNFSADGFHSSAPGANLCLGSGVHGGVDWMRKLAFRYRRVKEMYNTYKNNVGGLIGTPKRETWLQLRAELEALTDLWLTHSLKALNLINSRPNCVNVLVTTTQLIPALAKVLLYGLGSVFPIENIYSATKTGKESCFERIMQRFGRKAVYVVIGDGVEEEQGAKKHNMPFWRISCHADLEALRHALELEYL
#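 Eya2 (0.2 uM) preincubated 10 min at ambient with compound, then OMFP substrate added at 50 uM; 10 min reaction in 50 mM HEPES pH 7.5, 50 mM NaCl, 5 uM MgCl2, 0.05% BSA, 1 mM DTT. Fluorescence read at Ex 485/Em 525 nm.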
# Mito fusion act – inhibitors of mitochondrial division or activators of mitochondrial fusion; Potency, µM (doses to about 46.1 µM), for inactives: at the top dose growth rescue (activation), hits mostly activators; hit rate 0.23% among 320,000; S. cerevisiae fusion-defective mutant growth rescue, CellTiterGlo 48 h;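 note: potency is the fitted concentration of half-maximal effect; % of control where 0% means no effect; nearly all actives have a fitted effect of over 45% in size; temperature-sensitive fusion mutants such as fzo1-1 at 37 °C on non-fermentable ethanol glycerol medium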
#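 Yeast fusion mutant, YPEG (non-fermentable carbon), compound, 48 h at 37C non-permissive; CellTiterGlo added, 10 min RT, luminescence read. Rescued growth = division inhibition.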
# BCR signal inh – chronic active BCR signaling inhibition; hit rate 0.05% among 340,000; Potency, µM (doses to about 46.1 µM), for inactives: top-dose ratio change, negative = lower green/red ratio, hits mostly inhibitors; AID 493014; ABC-DLBCL IkBa-CBG/CBR reporter, luminescence ratio, 4 h; active = well fitted inhibition curve with a large enough effect in the signal ratio, with a control signal flat, not every such curve was filed as active; inconclusive = small, poorly fitted or top-dose-only effect, or effect the other way, or a change in a side signal; the % refers to the signal ratio;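 note: potency is the fitted concentration of half-maximal effect; plate controls were basal doxycycline-induced cells for no effect and cells given 10 µM MG132 for full effect; MG132 reads +100%, hits lower the ratio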
#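 Compounds up to 46 uM were incubated four hours with TMD8 cells whose green CBG68 luciferase is fused to IkappaBalpha; red CBR luminescence normalised the signal, and concentration-effect curves were fitted to fusion, red and ratio data.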
# ELG1 DNA repair – inhibitors of ELG1-dependent DNA repair in HEK293T cells. HEK293T ELG1-luciferase reporter, luminescence, 16 h; DNA damage induced by 5-fluorouridine. Potency, µM (series often up to 46.1 µM), without a hit: at the highest dose activity change, negative = inhibition, most hits filed as inhibitors. hit rate 2.3% among 330,000. AID 504467; note: potency is the fitted concentration of half-maximal effect; % is set by controls: 0 for no effect and ±100 for the full control effect; nearly all actives have a fitted effect of over 55% in size
#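 Step one: seed 2,000 cells per well. Step two: pin-transfer compound or DMSO alongside 5-fluorouridine. Step three: incubate 16 hr, 37 °C, 5% CO2. Step four: add ONE-Glo, wait 30 min, read luminescence.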
# AT treatment – potential ataxia-telangiectasia treatment; Potency, µM (highest dose often 57.5 µM), for inactives: at the highest dose activation, usual class: activators; hit rate 0.19% among 320,000; […] A-T fibroblasts, KAP-1 phosphorylation AlphaLISA; neocarzinostatin DNA damage 30 min before lysis; note: potency is the fitted concentration of half-maximal effect; % of control where 0% means no effect; nearly all actives have a fitted effect of over 45% in size
#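 ATM-like activity read as KAP-1 phosphorylation via AlphaLISA donor/acceptor antibody pairs after lysis and 6 hr at 25C. Cells were ATM-null patient fibroblasts ([…], hTERT), dosed 60 min, then exposed to the DSB inducer NCS for 30 min.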
# Tb PFK inh – T. brucei PFK enzyme inhibition; AID 485367; T. brucei PFK, ADP-Glo luminescence; hit rate 0.17% among 330,000; Potency, µM (highest dose often 57.5 µM), for the others: top-dose activity, negative = inhibition, most hits filed as inhibitors;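 note: potency is the fitted concentration of half-maximal effect; 0% = uninhibited 1x PFK enzyme wells and -100% = no-enzyme wells; nearly all actives have a fitted effect of over 60% in size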
#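 Luminescent ADP detection (ADP-Glo, two-step: ATP depletion then ADP-to-ATP conversion for luciferase) reported PFK activity after 45 min room-temperature reaction of 1.25 nM enzyme with 0.5 mM F6P and 0.1 mM ATP at pH 8.0.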
# Integrin act MD – integrin-mediated muscular dystrophy alleviation activation; alpha7betagal myoblasts, beta-gal FDG fluorescence, 48 h; Potency, µM (top dose mostly 38.3 µM), without a hit: at the highest dose activation, most hits filed as activators; hit rate 0.064% among 350,000; AID 624291;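 note: potency is the fitted concentration of half-maximal effect; 100% = response of the positive control SU9516; nearly all actives have a fitted effect of over 60% in size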
#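 alpha7betagal+/- myoblasts (passage 13, 250/well) treated 48 h at 37C with compounds at 1:260 dilution of DMSO stock. Lysed, then beta-galactosidase activity read as FDG fluorescence (ex 480/em 540) after 30 min, with pre-read for autofluorescence.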
# TCR act – T cell receptor activation; Potency, µM (series often up to 9.22 µM), for inactives: at the highest dose activation of IL-2 secretion, hits mostly activators; primary human leukocytes, anti-CD3, IL-2 HTRF, 48 h; 330,000 tested, under 10 active; AID 504894; note: % of control where 0% means no effect
#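 Using a-CD3 beads without co-stimulation, primary human leukocytes were exposed to compounds for 48 hr. An HTRF IL-2 kit measured the cytokine, with europium-to-d2 energy transfer producing emission at 665nm upon 320nm excitation.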
# The depositor's hits bear a star; ? = inconclusive; nt = not tested or not shown; & = joins results of further samples; [ ] = remark or other dose. Unless noted, calls come from the whole dose curve; as a rule, active = well fitted curve in the direction sought with a large enough effect; inconclusive = small, poorly fitted or top-dose-only effect, or another doubt; inactive = no such curve, though single readings can be large; an effect the other way counts as inactive or inconclusive.
SMILES,ASM inhibitor,TSHR antagonist,TSG101-PTAP inh,Eya2 phos inh,Mito fusion act,BCR signal inh,ELG1 DNA repair,AT treatment,Tb PFK inh,Integrin act MD,TCR act
CCCC(=O)Nc1cccc(NC(=O)c2ccc3c(c2)OCCO3)c1,-2%,-10,-9%,?,-1%,?,?,4%,-4%,5%,-4%
CCC(C(=O)OCC(=O)Nc1c(Cl)cc(Cl)cc1Cl)c1ccccc1 (stereo not drawn),-1%,-2,-2%,2%,-6%,11%,?,7%,0%,-13%,5%[46.1 µM]
O=S(=O)(NNc1ncc(C(F)(F)F)cc1Cl)c1ccc(F)cc1F,0%,nt,-4%,1%,nt,?,-10%,-8%,-25%,-36%,-6%
NC(=O)C1CCN(C(=O)C2(NC(=O)Nc3cccc(F)c3)CCCCC2)CC1,-1%,2,1%,-5%,1%,3%,3%,5%,-1%,2%,1%
Cc1ccc(C(=O)NC(=O)CSc2ncccc2C(=O)O)cc1,1%,5,-2%,-26%,0%,?,-14%,-2%,0%,-23%,5%
O=C(Nc1ccccc1)c1cc(N2CCOCC2)nc2ccccc12,188%[activator],-10,0%,-1%,5%,-6%,?,9%,-1%,-4%,3%
CCOC(=O)C(Cc1ccccc1)NC(=O)Cn1nnc(-c2ccc(SC)cc2)n1 (stereo not drawn),-3%,-10,-1%,-1%,0%,?,-11%,-6%,2%,-9%,-1%
CC(=O)C1=C(O)C(=O)N(c2ccc(Br)cn2)C1c1cccc([N+](=O)[O-])c1 (stereo not drawn),7%,-11,-11%,9%,7%,9%,-5%,-17%,-4%,21%,-3%
CC(=O)Nc1ccc(S(=O)(=O)N(C)CC(=O)OCC(=O)N2CCCC2=O)cc1,1%,5,-6%,16%,-4%,1%,22%,1%,5%,22%,nt
CCO[C@@H]1OC(C(N)=O)=C[C@H](c2ccc3c(c2)OCO3)[C@H]1CCCO,7%,3,-5%,-5%,3%,-3%,-1%,-3%,-1%,-4%,2%
CCCCNC(=O)C(=O)N/N=C/c1cccc(Br)c1,1%,19,0%,-1%,-3%,2%,6%,-8%,6%,5%,-3%[46.1 µM]
COc1ccc(CN(C)C2CCN(C)CC2)cc1OC,-1%,6,2%,5%,-2%,0%,5%,4%,1%,0%,nt
O=C(CC(Nc1ccccc1)C(=O)O)c1ccccc1 (stereo not drawn),2%,27,-5%,19%,2%,-1%,?,3%,12%,-33%,-7%
Fc1ccc(OCCOCCNCC2CCCO2)cc1 (stereo not drawn),4%,16,0%,-19%,2%,2%,-11%,-9%,-1%,0%,4%[46.1 µM]
O=C(COc1ccc2c3c(c(=O)oc2c1)CCC3)Nc1ccc(CCO)cc1,-1%,-19,2%,4%,0%,-7%,-8%,9%,-3%,4%,-1%
COc1ccc(S(=O)(=O)NC(N)=NCCc2ccc(OC)c(OC)c2)cc1C,10%,7,-1%,-20%,-3%,-20%,2%,0%,0%,6%,-6%
CCCN1C(=O)/C(=C/c2ccc(N3CCCC3)c(C)c2)NC1=S,-12%,-50,?,?,-8%,-1%,10µM*,-9%,-4%,18%,1%
CN1N=C(C(=O)N2CCCC(C(=O)c3cccc(C(F)(F)F)c3)C2)CCC1=O (stereo not drawn),-3%,20,-4%,6%,-1%,15%,3%,-4%,-1%,-22%,-3%
O=C(c1ccco1)N(c1ccccn1)c1ccccn1,4%,6,-8%,-10%,4%,11%,0%,-6%,-7%,3%,-3%
O/N=C/c1cn(-c2ccccc2)nc1-c1ccc2c(c1)OCCO2,1%,6,-4%,-26%,-8%,?,?,8%,0%,17%,-1%
Fc1ccc(C(c2nnnn2C2CCCC2)N2CCc3ccccc32)cc1 (stereo not drawn),7%,-8,-4%,-8%,3%,17%,-12%,7%,0%,0%,-3%
Cc1cc(Cl)cc2c1NC(=O)[C@]21[C@@H]2C(=O)N(Cc3ccccc3)C(=O)[C@@H]2[C@@H]2CCCN21,-13%,-6&0,-7%,7%&-19%,13%&-14%,?,?,7%,-7%&0%,-6%,-1%
Cc1ccc(CCCOC(=O)C[N+]2(C)CCOCC2)cc1,4%,9,0%,14%,-2%,-2%,-2%,nt,-2%,8%,1%
O=C(CS(=O)(=O)c1ccccc1)Nc1ncc([N+](=O)[O-])s1,1%,-16,0%,6%,3%,?,-2%,4%,3%,-2%,2%
C=C(C)CNC(=S)N/N=C/c1ccc([N+](=O)[O-])cc1,-2%,6,1%,11%,-1%,-15%,12%,-4%,2%,0%,-1%
Cc1nn(-c2ccccc2)cc1C(c1c(N)[nH]c(=S)[nH]c1=O)c1c(N)[nH]c(=S)[nH]c1=O,-2%,1,0%,6%,10%,?,18%,9%,-9%,13%,0%
CC1=NN(c2ccc([N+](=O)[O-])cc2)C(c2ccccc2)C1 (stereo not drawn),-9%,-17,-2%,-11%,-5%,?,?,3%,3%,-24%,5%
CC1CC(C)CN(C(=O)CCc2nnc3ccc(N4CCCCC4)nn23)C1 (stereo not drawn),-1%,-9,-5%,-2%,-3%,4%,0%,-3%,3%,?,-9%
CC(=O)Nc1ccc(S(=O)(=O)N2CCC(c3nc4c(nnn4Cc4ccccc4Cl)c(=O)[nH]3)CC2)cc1,?,-4,-1%,-25%,-6%,?,?,0%,-1%,8%,1%
O=C(Nc1cc([N+](=O)[O-])ccc1O)c1cccc([N+](=O)[O-])c1,-2%,12,5%,10%,-2%,-11%,28%,-7%,-6%,-20%,2%
Cc1nn(-c2ccccc2)c(N2CCCC2)c1/C=N/n1cnc2scc(-c3ccccc3)c2c1=O,6%,12,1%,-17%,13%,22%,13µM*,-4%,-5%,26%,-2%
Cc1cccc(C)c1OCc1cc(C(=O)N2CCNC(=O)C2)no1,0%,8,-6%,-2%,0%,-6%,29%,8%,-2%,1%,6%
COc1cccc(NC(=O)CCNS(=O)(=O)c2ccc(Br)s2)c1,0%,20,-3%,-19%,-3%,-8%,-26%,7%,-1%,-31%[inhibitor],-4%
COc1ccc(C(C(=O)NCc2ccccc2)N(C(=O)c2snc(C(N)=O)c2N)C2CCCC2)cc1 (stereo not drawn),139%[activator],6,-5%,-4%,9%,-15%,3%,3%,17%,-5%,4%
CCCCn1c(SCC(=O)NCCc2ccc(OC)c(OC)c2)nc2c1c(=O)n(C)c(=O)n2C,-1%,1,-8%,-2%,0%,-1%,1%,6%,1%,-8%,nt
Cc1ccc(C(=O)Nc2ccc(C(=O)O)cc2)cc1S(=O)(=O)NCc1ccccc1,-2%,0,?,19%,-4%,?,1%,-3%,0%,?,3%
Cc1nc(-c2ccc3c(c2)OCCCO3)cs1,4%,4,1%,3%,-5%,?,?,6%,0%,-8%,-9%
CCOc1c(C)cnc2c1c(=O)n(Cc1ccccc1F)c(=O)n2C,7%,0,0%,0%,?,8%,8%,28%,3%,-10%,-2%
Cc1ccsc1S(=O)(=O)N1CCCC(CCC(=O)NCc2ccccc2F)C1 (stereo not drawn),1%,-9,-2%,-9%,-1%,?,-20%,1%,-3%,-24%,-1%
O=S(=O)(c1ccc(C(F)(F)F)cc1)N1CCN(CCc2ccccc2)CC1,-1%,-2,1%,-15%,6%,1%,?,-5%,-4%,-3%,-4%
COc1ccc2nc(SCC(=O)/C(C#N)=C(\C)N)[nH]c2c1,-2%,-2,-2%,-10%,0%,?,?,-3%,-2%,-15%,-1%
